# CYP2C19 activ: cytochrome P450 2C19 (human) activation. recombinant CYP2C19, luciferin-H EGE luminescence; stronger effect = higher value; 0 = fully inhibited enzyme, 1 = untreated enzyme. activation factor at 5 µM. 96,000 tested, under 10 active;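 active = activation factor of at least 2 at 5 µM in the primary screen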;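 note: 0 = wells with 2.5 mM tranylcypromine and 1 = vehicle-only wells; values of inactives mirror those of a sister screen read the other way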
# sEH act: increases human soluble epoxide hydrolase activity | P34913 | purified human sEH enzymatic activity, activator screen | activation, % at 2 µM | 91,000 tested, 0.04% active | AID 717; in the data active = activation above about 37%; note: values of inactives mirror those of a sister screen read the other way
# Target sequence (P34913 whole entry, looked up): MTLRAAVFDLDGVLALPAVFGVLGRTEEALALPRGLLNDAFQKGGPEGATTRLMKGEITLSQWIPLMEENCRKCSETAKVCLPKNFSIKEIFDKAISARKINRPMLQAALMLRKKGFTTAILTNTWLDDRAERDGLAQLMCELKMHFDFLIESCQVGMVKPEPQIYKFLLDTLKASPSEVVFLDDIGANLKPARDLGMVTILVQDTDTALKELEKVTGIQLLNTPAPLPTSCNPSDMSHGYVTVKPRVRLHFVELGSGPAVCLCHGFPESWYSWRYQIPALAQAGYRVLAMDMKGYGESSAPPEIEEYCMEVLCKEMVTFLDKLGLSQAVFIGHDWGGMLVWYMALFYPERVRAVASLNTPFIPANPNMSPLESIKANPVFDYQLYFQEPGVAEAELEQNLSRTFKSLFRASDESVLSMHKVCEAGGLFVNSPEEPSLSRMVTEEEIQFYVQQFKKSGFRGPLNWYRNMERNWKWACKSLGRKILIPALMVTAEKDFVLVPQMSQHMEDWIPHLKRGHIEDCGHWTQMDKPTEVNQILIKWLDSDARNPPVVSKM
# PostGolgi ctrl: growth of the yeast control strain, post-Golgi counter-screen | efflux-deficient yeast background strain, growth absorbance A615, 16 h | inhibition, % at 10 µM | 98,000 tested, 5% active | AID 738
# sEH inhibitor: soluble epoxide hydrolase (human) inhibition. recombinant human sEH enzymatic activity assay. inhibition, % at 2 µM. P34913. 91,000 tested, 0.34% active; in the data active = inhibition above about 80%; note: values of inactives mirror those of a sister screen read the other way; many of its hits are not listed in these tables
# S1P2 blocker: antagonists of human S1P2 receptor. O95136. AID 736. 97,000 tested, 0.21% active. inhibition, % at 5 µM. cell-based S1P2 antagonist assay, inhibition at 5 uM; in the data active = inhibition above about 45%;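 note: CRE beta-lactamase reporter cells expressing human S1P2 stimulated with S1P; 0% = agonist at EC80 alone and 100% = agonist plus reference antagonist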
# Target sequence (O95136 whole entry, looked up): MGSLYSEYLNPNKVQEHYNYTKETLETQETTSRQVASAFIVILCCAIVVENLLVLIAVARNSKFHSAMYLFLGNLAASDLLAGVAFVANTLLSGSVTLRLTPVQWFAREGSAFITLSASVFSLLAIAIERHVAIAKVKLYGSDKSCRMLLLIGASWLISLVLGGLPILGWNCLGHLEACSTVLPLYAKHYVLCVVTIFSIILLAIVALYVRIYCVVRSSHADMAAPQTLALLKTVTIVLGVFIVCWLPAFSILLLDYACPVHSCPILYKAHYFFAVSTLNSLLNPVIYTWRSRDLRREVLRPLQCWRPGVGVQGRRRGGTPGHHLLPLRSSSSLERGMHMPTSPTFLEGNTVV
# CYP2C19 inhib: inhibitors of human CYP2C19; P33261; AID 778; CYP2C19 Supersomes, luciferin-H EGE luminescence, 30 min; 96,000 tested, 21% active; inhibition, % at 5 µM;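 active = CYP2C19 inhibition above a set limit at 5 µM in the primary screen, cut at about 50% in these data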;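 note: plate controls were negative control wells for no effect and 2.5 mM tranylcypromine positive control for full effect; values of inactives mirror those of a sister screen read the other way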
# S1P2 agonist: activates the human S1P2 receptor | O95136 | S1P2-expressing cell line, agonist reporter read-out | activation, % at 4.5 µM | 97,000 tested, 0.46% active | AID 729; in the data active = activation above about 16%;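 note: 0% = vehicle low control and 100% = maximal reference agonist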
# hDAT+cocaine: modulates human dopamine transporter uptake under cocaine; LLC-PK1 hDAT cells, [14C]-dopamine uptake with cocaine IC80; actives deviate in either direction; B-score at 10 µM; 110,000 tested, 1.3% active; AID 449768;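 active = Z score or B-score, a plate-position-corrected score, falls beyond the plate's 99.7% confidence bounds, in either direction; inactive = both scores lie inside the 99.7% bounds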;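 note: scored against the spread of the other compound wells on the same plate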
# PostGolgi yeast: growth inhibition of a yeast mutant, post-Golgi transport screen; post-Golgi transport phenotypic cell assay; inhibition, % at 10 µM; 98,000 tested, 0.9% active; AID 739;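 note: yeast cells grown in 1536-well plates; yeast grown about 18 h at 30C before absorbance read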
# * hit, by the source's call; / = no result given. Cut-off read from the data, not from the text of the source, unless noted: active = inhibition above about 30%; inactive = the rest.
SMILES,CYP2C19 activ,sEH act,PostGolgi ctrl,sEH inhibitor,S1P2 blocker,CYP2C19 inhib,S1P2 agonist,hDAT+cocaine,PostGolgi yeast
CCN(CC)CCNC(=O)CS(=O)Cc1nc(-c2ccc(Cl)cc2)oc1C (centres undefined),1,3,4,-1,-3,-4,-6,-0.015,-4
CC(=O)N1CCc2cc(C(=O)CN3CCN(c4ccccc4F)CC3)ccc21,0.7,-4,-1,4,-18,26,-1,0.37,-2
COc1ccccc1CCNC(=O)CCSc1nc(-c2ccco2)cc(C(F)(F)F)n1,/,-34,/,38,-1,/,-6,0.21,/
COc1ccc2nc(NC(=O)C(NS(=O)(=O)c3cccc4nsnc34)C(C)C)sc2c1 (centres undefined),0.6,3,-2,-4,21,41,-3,/,5
CCOC(=O)c1c2n(c3ccc(O)cc13)CCCCC2,0.7,-11,4,14,-2,28,-9,0.73,1
CCCc1cc(=O)[nH]c(SCC(=O)N(CC(C)C)C2CCS(=O)(=O)C2)n1 (centres undefined),1.1,/,9,/,12,-6,-6,3.1*,0
Cc1ccc(C(=O)CCNc2cccc(Br)c2)o1,0.4,-8,7,10,12,62*,-8,-0.24,18
COc1cc(-c2noc(-c3ccco3)n2)cc(OC)c1OC,0.6,/,21,/,/,40,/,0.022,-4
CC1(C)Cc2c(C#N)c(N3CCOCC3)nc(Cc3ccccc3)c2CO1,0.1,2,11,-2,5,93*,-5,-0.98,11
Cc1ccc(S(=O)(=O)N2CCN(C)CC2)cc1[N+](=O)[O-],0.8,7,0,-9,22,18,-1,-0.18,0
CCS(=O)(=O)c1ccc(O)c(NC(=O)COc2ccccc2)c1,0.9,-11,-4,9,9,11,-6,/,5
CCC1(CC)Cc2ccccc2C(Nc2c(C)n(C)n(-c3ccccc3)c2=O)=N1,0.9,17,4,-19,9,9,-2,-0.17,-1
CCCCCOC(=O)Cc1c(C)nc(-c2ccccc2)[nH]c1=O,0.6,-6,26,5,2,39,-5,-0.19,-6
C=C(C)CSCc1nc2ccccc2[nH]1,0.1,-3,-7,6,5,90*,-9,0.02,0
OCCN1CCN(Cc2cccc(Oc3ccc(Cl)cc3)c2)CC1,0.6,-10,44*,8,18,36,-1,0.74,4
O=c1c[n+]([O-])c2ccccc2n1OCc1c(F)cccc1F,/,18,5,-20,13,/,-3,-1,11
CCC1(C)Cc2c(sc3nc4n(c(=O)c23)CCS4)CO1 (centres undefined),0.4,10,-2,-6,-25,64*,-5,0.25,4
Cc1cc(C)nc(Nc2n[nH]c(COc3cccc4ccccc34)n2)n1,0.6,-2,-9,2,-6,36,-5,/,5
Clc1ccccc1-c1ccc(/C=N/n2cnnc2)o1,0.4,/,11,/,3,62*,-5,-0.12,3
CN(CCNC(=O)Cn1c(=O)sc2ccccc21)Cc1ccccc1,0.6,-2,-1,6,/,40,/,-0.55,-8
CC(=O)Oc1c(Cl)cc(Cl)cc1/C=C/c1ccc2ccccc2n1,0.9,17,54*,-19,-4,7,-6,-0.51,-5
Nc1nnnn1/N=C\c1ccc(Cl)c([N+](=O)[O-])c1,/,2,8,-5,0,/,-5,0.61,7
Cc1onc(-c2ccccc2Cl)c1C(=O)N(Cc1nc(-c2ccccc2)no1)C1CCCCC1,0,6,8,-6,-17,95*,-3,0.21,-2
c1ccc2c(c1)ncn2-c1ccc(-c2ccnc(-c3ccncc3)n2)cc1,0.1,3,72*,0,-6,86*,-2,0.21,98*
CCN(CC)S(=O)(=O)c1ccc(NC(=O)Cn2c(=O)sc3ccccc32)cc1,1.1,-33,19,34,-1,-7,2,1,9
O=C(C1CCCCC1)N1CCN(S(=O)(=O)c2ccc(Cl)cc2)CC1,0.8,6,5,-6,14,18,-10,-0.0056,-2
CCCOc1ccc(N2CC(C(=O)Nc3ccccn3)CC2=O)cc1 (centres undefined),1.2,15,1,-17,2,-18,-12,-0.34,6
COc1ccc(Nc2nc(N)nc(CSc3nncn3C)n2)cc1,1,11,19,-11,6,4,1,0.13,0
COC(=O)/C(=C1/Oc2cc3c(cc2S1)OCO3)C(F)(F)F,1,/,5,/,/,-2,/,0.42,-6
Cc1ccc(S(=O)(=O)N2CCN(S(=O)(=O)N3CCCCC3)CC2)cc1,1.1,11,1,-9,0,-6,-2,-1.3,-3
O=C(CCN1C(=O)c2ccccc2S1(=O)=O)N1CCN(c2ccccc2)CC1,0.8,/,13,/,-1,19,-2,-0.66,4
O=C(COC(=O)c1ccccc1NC(=O)c1ccco1)Nc1ccc2c(c1)OC(F)(F)O2,0.4,-29,12,28,-5,57*,-6,0.42,-2
CCOc1ccc(N2C(=O)CN=C2Nc2ccccc2Cl)cc1,1.1,-1,22,2,8,-6,-3,1.3,-6
O=C(NCc1ccc2c(c1)OCO2)C12CN(Cc3ccccc3)CC1C(c1cccc([N+](=O)[O-])c1)=NO2 (centres undefined),0.7,-7,-3,6,15,33,-12,-0.016,-7
COc1ccc(OC)c(S(=O)(=O)Nc2ccccc2SC)c1,/,31,12,-38,4,/,-4,0.048,1
COCC(C)n1c(COc2ccccc2F)nnc1SCc1c(C)noc1C (centres undefined),0.9,/,-12,/,/,13,/,0.017,1
Cc1cc(C)c(C)c(C(=O)CSc2nnc(C)c(=O)[nH]2)c1C,0.9,2,-6,-2,9,8,-4,1.1,-6
O=S(NCc1ccccc1)C12CC3CC(CC(C3)C1)C2 (centres undefined),0.5,-16,-9,19,-10,47,-4,-0.29,-1
O=C(Cn1cc([N+](=O)[O-])cn1)Nc1ccccn1,0.9,-2,4,3,7,5,-11,0.5,0
COc1nc(N)c(S(=O)(=O)c2ccccc2C)cc1C#N,0.2,-7,4,9,5,78*,-6,0.31,22

# Given with bars between the fields: entries from further up
mol | CYP2C19 activ | sEH act | PostGolgi ctrl | sEH inhibitor | S1P2 blocker | CYP2C19 inhib | S1P2 agonist | hDAT+cocaine | PostGolgi yeast
CN(CCNC(=O)Cn1c(=O)sc2ccccc21)Cc1ccccc1 | 0.6 | -2 | -1 | 6 | / | 40 | / | -0.55 | -8
CCCCCOC(=O)Cc1c(C)nc(-c2ccccc2)[nH]c1=O | 0.6 | -6 | 26 | 5 | 2 | 39 | -5 | -0.19 | -6
Cc1onc(-c2ccccc2Cl)c1C(=O)N(Cc1nc(-c2ccccc2)no1)C1CCCCC1 | 0 | 6 | 8 | -6 | -17 | 95* | -3 | 0.21 | -2

# The listing continues.
SMILES,CYP2C19 activ,sEH act,PostGolgi ctrl,sEH inhibitor,S1P2 blocker,CYP2C19 inhib,S1P2 agonist,hDAT+cocaine,PostGolgi yeast
COc1cc(C(=O)Nc2nccs2)ccc1OCc1c(C)noc1C,0.9,/,-1,/,/,6,/,0.4,-6
CCN1CCN(C(=O)Nc2ccccc2OC)CC1,/,-2,/,0,-9,/,-4,-0.37,/
Cc1cc(OCc2ccc(F)cc2)nc(-c2ccccc2O)n1,0.7,3,-7,-1,4,30,-3,-0.33,-13
COc1ccc(OC)c(C2N(c3ccc(Cl)cc3)C(=O)C3CCCN32)c1 (centres undefined),0.9,/,-1,/,-9,14,-2,0.3,5
COc1ccc(CNc2nc3nc(C)c(Cl)c(=O)n3[nH]2)cc1OC,1.1,8,1,-8,28,-14,-4,-0.43,1
COc1ccc(C(CNC(=O)C2CC(=O)N(Cc3ccc(C)cc3)C2)N(C)C)cc1 (centres undefined),0.7,/,-2,/,27,29,-4,-0.53,1
COc1ccc(C(=O)CC2OC(=O)c3ccccc32)cc1OC (centres undefined),/,8,/,-5,-11,/,1,1.2,/
COc1cccc(-c2nn(C)c3sc(C(=O)NCc4ccco4)cc23)c1,1,/,15,/,/,-5,/,0.072,9
O=S(=O)(Nc1cccnc1)c1cc(Cl)ccc1Cl,0.7,6,8,-7,10,29,-6,-1.2,2
CC(=O)NC(c1ccco1)c1ccc2cccnc2c1O (centres undefined),0.9,-5,6,6,6,6,-8,-0.79,14
CCOc1ccccc1-c1cc(-c2ccccc2)nc2c1c(=O)n(C)c(=O)n2C,1.1,7,2,-7,5,-6,-5,/,-1
COCC(=O)c1[nH]c2ccccc2c1C,1,-10,2,10,2,1,-5,-0.17,0
CCOC(=O)CN1C(=O)S/C(=C/c2cc(C)n(-c3ccccn3)c2C)C1=O,0.6,-8,6,7,15,35,3,0.12,2
COC(=O)c1[nH]cnc1C(=O)c1ccccc1,1,-1,6,-2,16,-2,-7,-1.3,0
CCCn1c(N2CCN(CC(=O)NCc3cccs3)CC2)nc2ccccc21,0.8,-1,6,-1,8,21,-4,0.85,3
N#Cc1c(-c2ccc(F)cc2)nc2n(c1=O)CCS2,0.8,2,-2,-4,-2,19,-2,-0.24,-6
N#CCCn1cc(/C=C(\C#N)c2nc3ccccc3s2)c(-c2ccc(F)cc2)n1,1.1,10,15,-6,-7,-5,-1,0.78,3
CCOC(=O)c1[nH]c(C)c(C(=O)Nc2cc(Cl)ccc2C)c1C,1,/,8,/,/,-1,/,-0.21,0
CC(=O)c1c(C(C)=O)c(C)n(NC(=O)c2ccc(Cl)cc2)c1C,0.9,-2,23,1,-9,12,-4,1.3,31*
CCOC(=O)c1sc2nc(C)cc(C)c2c1N,0.9,/,7,/,/,11,/,-0.24,5

# For convenience, part of the list above:
SMILES,CYP2C19 activ,sEH act,PostGolgi ctrl,sEH inhibitor,S1P2 blocker,CYP2C19 inhib,S1P2 agonist,hDAT+cocaine,PostGolgi yeast
CC(=O)c1c(C(C)=O)c(C)n(NC(=O)c2ccc(Cl)cc2)c1C,0.9,-2,23,1,-9,12,-4,1.3,31*
CCOC(=O)c1sc2nc(C)cc(C)c2c1N,0.9,/,7,/,/,11,/,-0.24,5

# Single entries from above:
# Result of CCOC(=O)CN1C(=O)S/C(=C/c2cc(C)n(-c3ccccn3)c2C)C1=O under S1P2 agonist: 3
# Result of COc1ccc(Nc2nc(N)nc(CSc3nncn3C)n2)cc1 under S1P2 blocker: 6
# Result of CCC1(CC)Cc2ccccc2C(Nc2c(C)n(C)n(-c3ccccc3)c2=O)=N1 under PostGolgi ctrl: 4
# Result of O=C(NCc1ccc2c(c1)OCO2)C12CN(Cc3ccccc3)CC1C(c1cccc([N+](=O)[O-])c1)=NO2 (centres undefined) under PostGolgi yeast: -7
# Result of N#Cc1c(-c2ccc(F)cc2)nc2n(c1=O)CCS2 under CYP2C19 inhib: 19

# The listing continues.
SMILES,CYP2C19 activ,sEH act,PostGolgi ctrl,sEH inhibitor,S1P2 blocker,CYP2C19 inhib,S1P2 agonist,hDAT+cocaine,PostGolgi yeast
COC(=O)c1ccc(/C=N\n2c(C)nnc2C)cc1,0.9,7,3,-5,-1,8,-4,-0.24,-7
COc1ccc(OC)c(NC(=O)CSC2=NCCS2)c1,0.6,-2,15,3,4,42,-5,1,-1
Cc1ccc(CC(=O)Nc2ccccc2N2CCOCC2)cc1C,0.6,6,7,-7,-23,40,-1,-1.3,-17
COc1ccccc1-n1cnc2cc(NCc3cccs3)ccc21,0.3,-2,5,5,-9,70*,-6,-2.5*,10
Cn1nnc2c(N3CCCCC3)nccc21,0.6,5,1,-8,25,37,-9,-0.29,-2
